Screening results as filed in PubChem BioAssay.
PfM18AAP inh – blocks P. falciparum M18 aspartyl aminopeptidase; recombinant PfM18AAP, H-Glu-NHMec fluorogenic cleavage; inhibition, % at 7.35 µM; 1.2% of 290,000 active; AID 1822;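 active = inhibition above the campaign mean inhibition over all tested compounds plus 3 SD, cut at about 28% in these data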;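 note: 0% = plate median of test compound wells and 100% = 2 mM ZnCl2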
MEKK2 WT-MEK5 – raises or lowers MEK5 binding to wildtype human MEKK2 PB1 domain | 1.1% of 290,000 active | Q9Y2U5 | bead flow cytometry, Alexa488-MEK5 binding to MEKK2 WT; actives lie on both sides | binding response (% of control), % at 10 µM; in the data active = binding response below about 67% or above about 130%
GPR7 antagonist – blocks human GPR7 receptor signaling; inhibition, % at 4.4 µM; P48145; 1.1% of 290,000 active; GPR7-expressing cells, fluorescence antagonist assay; in the data active = inhibition above about 16%, passing the limit was not always enough;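 note: cells stimulated with the agonist NPW; 0% = agonist with vehicle and 100% = vehicle without agonist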
OXTR ag – activates the human oxytocin receptor; P30559; AID 2435; CHO-OTR cells, Fluo-8 calcium fluorescence; normalized: DMSO 0%, oxytocin 100%; 0.32% of 320,000 active; activation, % at 3 µM;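 active = activation above the mean of all tested compounds plus 3 SD, cutoff set per screening run, cut at about 20% in these data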;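 note: peak over basal fluorescence ratio from a 100 s FLIPR kinetic read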
Target sequence (P30559 whole entry, looked up): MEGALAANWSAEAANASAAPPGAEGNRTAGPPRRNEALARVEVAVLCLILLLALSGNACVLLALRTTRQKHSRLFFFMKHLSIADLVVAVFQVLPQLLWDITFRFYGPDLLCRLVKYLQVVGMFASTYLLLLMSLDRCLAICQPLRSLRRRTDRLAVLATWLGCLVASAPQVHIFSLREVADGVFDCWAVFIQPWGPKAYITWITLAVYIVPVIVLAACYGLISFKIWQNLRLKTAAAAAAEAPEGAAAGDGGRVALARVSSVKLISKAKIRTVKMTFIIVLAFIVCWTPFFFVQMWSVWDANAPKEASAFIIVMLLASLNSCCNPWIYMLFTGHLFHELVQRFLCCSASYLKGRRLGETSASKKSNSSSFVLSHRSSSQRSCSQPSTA
NALP1 inh – inhibitors of NALP1 inflammasome in yeast; S. cerevisiae NALP1/ASC/caspase-1 growth, X-gal OD620, 72 h; inhibition, % at 10 µM; 0.61% of 280,000 active; in the data active = inhibition mostly above about 24%, no sharp cut-off; inactive = mostly below about 32%; note: some compounds called inactive have numbers as strong as hits
FID counter – counter-screen for HCV NS3 helicase inhibitors: DNA intercalator displacement. 0.17% of 290,000 active. inhibition, % at 7.9 µM. AID 1845. DNA fluorescent intercalator displacement, fluorescence; in the data active = inhibition above about 37%;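 note: 0% = vehicle and 100% = reference compound; higher means more ethidium bromide displaced from hairpin DNA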
PHOSPHO1 inh – inhibitors of human PHOSPHO1 phosphatase; Q8TCT1; recombinant PHOSPHO1, absorbance phosphatase assay; inhibition, % at 13.3 µM; 1.1% of 290,000 active; in the data active = inhibition above about 60%
MEKK3 PB1 HTS – MEKK3-MEK5 PB1 interaction, increase or decrease; binding response (% of control), % at 10 µM; 1.4% of 290,000 active; bead-based flow cytometry, Alexa488-MEK5 binding to MEKK3; actives lie on both sides; 0 = blocked by unlabeled MEK5, 100 = vehicle; Q99759;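 active = binding response more than 3 SD above or below the average of its plate-row segment, actives on both sides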;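 note: Alexa488 bead fluorescence after subtracting the streptavidin-only scavenger bead signal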
Target sequence (Q99759 whole entry, looked up): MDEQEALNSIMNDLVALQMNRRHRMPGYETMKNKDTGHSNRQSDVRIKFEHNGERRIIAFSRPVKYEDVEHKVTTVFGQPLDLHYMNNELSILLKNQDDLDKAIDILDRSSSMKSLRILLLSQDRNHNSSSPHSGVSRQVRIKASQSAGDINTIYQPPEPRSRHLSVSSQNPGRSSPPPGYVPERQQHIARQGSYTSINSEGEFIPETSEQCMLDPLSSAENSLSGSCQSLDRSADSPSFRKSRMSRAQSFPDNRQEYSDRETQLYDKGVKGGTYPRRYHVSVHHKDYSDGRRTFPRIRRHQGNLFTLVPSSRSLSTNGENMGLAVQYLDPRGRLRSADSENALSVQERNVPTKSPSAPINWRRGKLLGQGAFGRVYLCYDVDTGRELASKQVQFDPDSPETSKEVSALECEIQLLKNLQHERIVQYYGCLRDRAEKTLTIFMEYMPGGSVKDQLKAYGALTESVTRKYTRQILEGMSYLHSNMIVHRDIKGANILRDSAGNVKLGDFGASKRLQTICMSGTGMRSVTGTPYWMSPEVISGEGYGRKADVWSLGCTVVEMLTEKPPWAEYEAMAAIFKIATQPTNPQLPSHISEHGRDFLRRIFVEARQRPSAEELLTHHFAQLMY
MEKK2 mut-MEK5 – signal of MEK5 binding to mutant human MEKK2 PB1 domain; percent response, % at 10 µM; AID 1530; bead flow cytometry, Alexa488-MEK5 binding to MEKK2 mutant; 0.35% of 290,000 active; in the data active = percent response above about 24%, passing the limit was not always enough; note: inactives centre near 1; some results filed as inactive read as strong as hits; reference of the scale not given here
The depositor's hits bear a star; . = no result given.

SMILES	PfM18AAP inh	MEKK2 WT-MEK5	GPR7 antagonist	OXTR ag	NALP1 inh	FID counter	PHOSPHO1 inh	MEKK3 PB1 HTS	MEKK2 mut-MEK5
CCC(=O)Nc1nc(-c2ccc3c(c2)CC(C)N3S(C)(=O)=O)cs1 (stereo unspecified)	0	-1.0*	-5	1.5	20	-7	32	99	5
CN1C(=O)CC(C(=O)O)SC1=Nc1cccc(C(F)(F)F)c1 (stereo unspecified)	-2	89	0	1.0	-1	-5	-8	127	23
O=S1(=O)CC(O)C(N2CCCCC2)C1 (stereo unspecified)	-4	102	-5	-0.1	8	-1	15	99	6
Cc1nc(N2CCCCCC2)c2ccccc2n1	-16	108	-6	4.2	19	4	19	109	-7
Cc1ccc(NC(=O)C2CC(=O)N/C(=N/NC(=O)c3ccc(C)cc3)S2)cc1 (stereo unspecified)	-1	98	-8	-1.1	21	-16	-6	96	7
O=C(CCc1nc2ccccc2c(=O)[nH]1)Nc1ccc(F)cc1	-1	98	1	0.4	31	-4	-12	97	-2
COc1ccc(/C=N/NC(=O)CNC(=O)c2ccncc2)cc1	-7	100	-15	0.9	22	-5	45	103	-1
CC(C)Cc1nnc(NC(=O)CCC(=O)N2CC(C)CC(C)C2)s1 (stereo unspecified)	-9	105	-11	0.9	4	-48	12	100	2
O=C(O)c1cccc(S(=O)(=O)N(Cc2ccccc2)c2cccc(C(F)(F)F)c2)c1	2	107	-7	0.8	13	-6	37	105	6
CC(C)C(=O)NNC(=O)CN1CCN(c2nc(-c3ccccc3)cs2)CC1	2	94	-3	0.4	3	-14	-1	101	-6
CC(C)(C)/C(O)=C/c1nc2ccccc2oc1=O	13	91	-5	-0.2	5	0	16	92	-12
CN1CCN(C(=O)c2cc(Cl)ccc2NC(=O)c2ccc(Cl)cc2Cl)CC1	0	115	-21	-1.3	10	0	38	107	9
CCOc1cccc(C(=O)Nc2ccc(NC(=O)c3ccccc3)c(C)c2)c1	-1	106	-10	-0.7	15	-28	14	105	2
Cc1ccc(C)c(-c2cc(C(=O)NNC(=S)NCC(C)C)c3ccccc3n2)c1	-2	105	-9	4.3	11	-17	-1	101	14
COc1cccc(CNC(=O)C2CCCN(c3cnccn3)C2)c1 (stereo unspecified)	5	100	-18	-0.1	4	-6	13	101	1
Oc1ccc(Cl)cc1C1=NCCNC(C(F)(F)C(F)F)=C1	5	103	-4	6.8	4	3	0	101	4
CN1CCN(c2nc3c(c(=O)n(C)c(=O)n3C)n2Cc2ccc(F)cc2)CC1	-1	105	-7	0.0	11	-1	29	104	2
CCOC(=O)C1CCN(C(=O)CC2(CC(=O)O)CCCC2)CC1	5	103	0	0.7	-2	-11	4	101	5
O=C(Nc1ccc(N2CCOCC2)cc1)C1CCCN(S(=O)(=O)c2cccc(C(F)(F)F)c2)C1 (stereo unspecified)	-9	103	-10	0.4	29	2	17	102	3
Nc1cc(C(=O)N2CCN(c3ccc([N+](=O)[O-])cc3)CC2)ccc1N1CC2CC(C1)c1cccc(=O)n1C2 (stereo unspecified)	3	103	-16	-0.9	8	-62	44	102	2
COc1ccc(Br)cc1CNCCSc1nnnn1C	-7	99	-8	0.8	6	-2	24	105	-2
O=C(CC1NCCc2ccccc21)Nc1ccccc1Cl (stereo unspecified)	-3	101	5	-0.1	-4	-6	12	111	2
CC(C)OCP(=O)(c1ccccc1)c1ccccc1	-6	97	-11	0.3	-3	-5	-9	98	0
COc1ccc(/C=C/C(=O)c2ccc3c(c2)OCCO3)cc1[N+](=O)[O-]	-7	120	5	-0.6	6	10	9	132*	6
COC(=O)c1cc(NC2c3ccccc3C(=O)N2Cc2ccco2)cc(C(=O)OC)c1 (stereo unspecified)	1	111	-3	-0.7	14	-1	-5	112	13
CCn1c(Cc2cccs2)nnc1SCC(=O)Nc1ccc(OC)c(OC)c1	-19	106	14	0.5	-40	-17	-18	105	1
COc1ccc(CC(=O)N/N=C(\C)c2cccc(NC(=O)C3CC3)c2)cc1	-3	95	-3	.	32	-11	.	94	-1
COc1cc(C(C)=O)ccc1OCC(O)CN1CCN(c2cc(C)cc(C)c2)CC1 (stereo unspecified)	-1	101	11	2.6	3	2	.	98	0
Cc1nn(Cc2cccc3ccccc23)c(C)c1NC(=O)c1cccnc1	3	102	-7	0.1	10	-17	34	99	0
CCN(CCC#N)c1ccc(N2C(=O)CCCC2=O)cc1[N+](=O)[O-]	-3	113	-4	0.1	19	-4	-20	109	8
O=C(NCCCn1ccnc1)c1ccc(S(=O)(=O)N2CCOCC2)cc1	-3	104	7	0.4	3	2	28	103	1
CCCc1cc(N2CCCC(C(=O)Nc3ccc(OC)cc3OC)C2)n2ncnc2n1 (stereo unspecified)	-7	101	-4	-1.7	19	-29	-14	99	4
CC(C)C(O)P(=O)(OCc1ccccc1)c1ccc(N(C)C)cc1 (stereo unspecified)	3	103	-5	-0.7	31	-26	35	100	0
CCC(C)C(NC(=O)C1CCC(C)CC1)C(=O)NC(CCSC)C(=O)OC (stereo unspecified)	5	92	0	-1.1	5	-1	-4	100	-8
COc1ccc(CNCc2cc(OC)ccc2OC)cc1	3	111	13	0.3	8	6	-8	107	5
COc1ccc(/C=C/C(=O)OCC(=O)Nc2cc(C(N)=O)cc(C(N)=O)c2)cc1	-8	108	-5	-0.2	2	-6	4	106	3
CN(C)CCN(Cc1cc2cc3c(cc2[nH]c1=O)OCO3)C(=S)NCc1ccco1	3	111	-9	-0.8	1	-3	32	107	1
COCCNc1cnn(-c2ccccc2)c(=O)c1Cl	1	106	24*	-0.5	24	-7	30	99	0
COc1ccc(CN(C(=O)c2cccs2)c2nccs2)cc1OC	-2	102	-4	4.4	.	-15	47	101	1
CC1=C(C#N)C(=O)N(C2CCS(=O)(=O)C2)C(=O)/C1=C\c1ccc(C)o1 (stereo unspecified)	30*	74	-11	-0.6	-6	-2	25	94	-8
CC(C)(O)C#Cc1ccc(C(=O)NC2CCCCC2)s1	0	104	-1	0.4	-1	-12	3	105	0
COc1cc(Cl)cc(C=O)c1OCC(=O)O	-6	103	-9	0.1	1	1	15	102	2
O=C(c1ccc(Cl)cc1)c1coc2ccc(O)cc12	12	104	-9	-2.4	-10	-7	-7	103	6
CCN(c1ccccc1)P(=O)(Nc1ccccc1)Nc1ccccc1	3	101	-14	-0.6	.	-22	42	102	3
CN=c1oc2ccc(Cl)cc2cc1C(N)=O	5	100	-2	0.5	9	-3	-18	101	-1
O=C(O)CC1(CC(=O)NCc2ccc(-c3cccs3)cc2)CCCCC1	-5	97	11	-1.1	35	-39	28	99	-8
O=C(N/N=C/C1CC=CCC1)c1ccc(O)cc1O (stereo unspecified)	18	89	3	0.4	25	-5	-2	86	-3
CCN(Cc1ccccc1)C(c1cc2cc(C)ccc2[nH]c1=O)c1nnnn1CCOC (stereo unspecified)	-4	111	-3	-0.8	6	-1	74*	108	11
CNC(=O)c1ccc(-c2sc3nc(N4CCOCC4)c4c(c3c2N)CCCC4)o1	13	93	-1	-0.8	12	-23	-4	97	-5
Cc1ccc(NC(=S)NC(=O)c2ccc(Br)o2)c(C)c1	6	.	-14	-1.7	1	-12	32	.	.
Cc1cc(C)cc(-n2ccnc2SCC(=O)Nc2ccc3c(c2)OCCO3)c1	-1	101	20	-0.2	.	-21	-14	100	-4
CCN(CC)S(=O)(=O)c1ccc2c(c1)nc(CCC(=O)OCC(=O)Nc1c(F)cccc1F)n2C	6	94	-5	-0.3	26	-28	-4	98	3
O=C(Cc1ccccc1)NCc1ccncc1	3	104	3	-0.2	-3	-10	12	102	5
C/C(=N\S(=O)(=O)c1ccc(C)cc1)Nc1cc(C(C)C)c(O)cc1C	29*	94	7	2.8	25	-23	3	98	1
Cn1cc(CCNC(=O)C2CCC(=O)N(CCc3ccc(Cl)cc3)C2)cn1 (stereo unspecified)	3	98	-19	-0.8	2	-17	31	97	-6
COc1ccc(NC(=O)Nc2ccc3c(c2)OCO3)c(C)c1	4	97	6	-0.4	14	2	4	96	-3
Cc1ccc(N(CC(=O)Nc2ccccc2-c2ccccc2)S(=O)(=O)c2ccccc2)c(C)c1	6	99	-22	-0.1	16	-21	-5	102	-1
CN(C(=O)CCNC(=O)Cn1cnc2ccccc2c1=O)c1ccccc1F	-4	101	-8	0.1	-8	-4	28	103	0
Cc1cc(Cl)ccc1OCC(=O)NNC(=O)C1CCCO1 (stereo unspecified)	10	113	-18	0.2	-1	-3	-11	104	10
c1ccc(OCCSc2nnnn2C2CCCCC2)cc1	-2	.	8	-1.2	19	-24	-26	.	.
CSCCC(NC(N)=O)C(=O)N(C)CC(=O)Nc1cc(C)ccc1C (stereo unspecified)	2	95	-8	0.0	15	1	0	95	0
c1ccc(-c2nc3ccccc3o2)nc1	6	.	0	-0.6	2	-1	30	.	.
CCSc1ncc(C)cc1[N+](=O)[O-]	1	104	-6	-0.8	33	-2	-5	106	-2

A draw from above in order of length of the SMILES, smallest number first:
SMILES	PfM18AAP inh	MEKK2 WT-MEK5	GPR7 antagonist	OXTR ag	NALP1 inh	FID counter	PHOSPHO1 inh	MEKK3 PB1 HTS	MEKK2 mut-MEK5
O=C(Cc1ccccc1)NCc1ccncc1	3	104	3	-0.2	-3	-10	12	102	5
CCSc1ncc(C)cc1[N+](=O)[O-]	1	104	-6	-0.8	33	-2	-5	106	-2
c1ccc(OCCSc2nnnn2C2CCCCC2)cc1	-2	.	8	-1.2	19	-24	-26	.	.
Cc1cc(Cl)ccc1OCC(=O)NNC(=O)C1CCCO1 (stereo unspecified)	10	113	-18	0.2	-1	-3	-11	104	10
COc1ccc(NC(=O)Nc2ccc3c(c2)OCO3)c(C)c1	4	97	6	-0.4	14	2	4	96	-3
CSCCC(NC(N)=O)C(=O)N(C)CC(=O)Nc1cc(C)ccc1C (stereo unspecified)	2	95	-8	0.0	15	1	0	95	0
CN(C(=O)CCNC(=O)Cn1cnc2ccccc2c1=O)c1ccccc1F	-4	101	-8	0.1	-8	-4	28	103	0
Cc1cc(C)cc(-n2ccnc2SCC(=O)Nc2ccc3c(c2)OCCO3)c1	-1	101	20	-0.2	.	-21	-14	100	-4
C/C(=N\S(=O)(=O)c1ccc(C)cc1)Nc1cc(C(C)C)c(O)cc1C	29*	94	7	2.8	25	-23	3	98	1
CNC(=O)c1ccc(-c2sc3nc(N4CCOCC4)c4c(c3c2N)CCCC4)o1	13	93	-1	-0.8	12	-23	-4	97	-5
CCN(Cc1ccccc1)C(c1cc2cc(C)ccc2[nH]c1=O)c1nnnn1CCOC (stereo unspecified)	-4	111	-3	-0.8	6	-1	74*	108	11
Cc1ccc(N(CC(=O)Nc2ccccc2-c2ccccc2)S(=O)(=O)c2ccccc2)c(C)c1	6	99	-22	-0.1	16	-21	-5	102	-1
CCN(CC)S(=O)(=O)c1ccc2c(c1)nc(CCC(=O)OCC(=O)Nc1c(F)cccc1F)n2C	6	94	-5	-0.3	26	-28	-4	98	3
